# Bioassay records as filed in PubChem BioAssay.
# FXIa inh 1536 – inhibitors of human coagulation factor XIa; inhibition, % at 5 µM; 220,000 compounds, 0.14% hits; P03951; AID 798; purified FXIa, Boc-Glu-Ala-Arg-AMC fluorogenic substrate;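 active = inhibition of at least 40%; inactive = inhibition below 40%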;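 also: fluorescence of freed AMC excited at 355 nm; 0% = enzyme without compound and 100% = no enzyme blank; many of its hits are not listed in these tables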
# KCC2 mod – modulators of human KCC2 chloride dependent transport. KCC2 cells, thallium flux FluoZin-2 fluorescence. AID 1456. B-score of Tl+ flux slope (higher = more flux/activation; lower = inhibition) at 10 µM. 190,000 compounds, 2.2% hits. Q9H2X9;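 active = thallium flux slope and its plate-corrected score both differing from the plate sample mean at a set confidence after two filtering rounds, in either direction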;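 also: slope of fluorescence scaled to starting intensity during 10 to 20 s after thallium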
# Rad51 HR inh – blocks human Rad51 in homologous recombination; hRad51 DNA strand exchange, fluorescence dequenching; inhibition, % at 10 µM; 200,000 compounds, 0.085% hits; AID 1385;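 active = inhibition above 40% at the single screening dose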;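 also: 0% = DMSO control wells and 100% = blanks with heterologous ssDNA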
# Target sequence (Q06609 whole entry, looked up): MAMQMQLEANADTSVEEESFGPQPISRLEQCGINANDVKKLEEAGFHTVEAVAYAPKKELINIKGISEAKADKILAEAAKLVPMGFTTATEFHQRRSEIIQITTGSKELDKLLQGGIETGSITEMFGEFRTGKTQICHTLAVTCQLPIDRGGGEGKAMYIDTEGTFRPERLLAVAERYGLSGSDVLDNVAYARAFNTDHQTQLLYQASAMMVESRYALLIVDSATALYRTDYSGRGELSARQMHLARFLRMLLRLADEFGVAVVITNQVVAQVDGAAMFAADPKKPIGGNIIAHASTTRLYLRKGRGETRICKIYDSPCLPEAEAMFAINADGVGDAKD
#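 System: human Rad51 nucleoprotein filaments preassembled on unlabelled ssDNA. Reagent: labelled 47-mer dsDNA for strand exchange. Schedule: 30-min compound preincubation and 15-min exchange, both room temperature. Measured by: FRET fluorescence dequenching, excitation 485 nm, emission 520 nm. Read-out: Fluorescence-based percent inhibition, control- and blank-normalised. Benchmarks: plate controls and plate blanks.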
# Thrombin inh – thrombin (human) inhibition; alpha-thrombin, Boc-VPR-AMC fluorogenic substrate cleavage; inhibition, % at 5 µM; 220,000 compounds, 0.26% hits; AID 1046;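 active = inhibition at or above 40%; inactive = inhibition below 40%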;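 also: 0% = enzyme with no compound and 100% = wells without enzyme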
#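 System – human alpha-thrombin · Medium – pH 7.5 Tris (50 mM) with NaCl 150 mM, Tween 20 0.05% · Compound – single-point dosing at 5 µM, 0.2% DMSO · Incubation – enzyme reaction carried out at room temperature · Technique – fluorescence of released AMC, ex 355 nm, em 460 nm · Read-out basis – % inhibition of thrombin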
# hK5 inh – kallikrein 5 (human) inhibition. Q9Y337. recombinant hK5, fluorogenic AMC substrate cleavage. inhibition, % at 5 µM. 210,000 compounds, 0.59% hits. AID 873;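 active = inhibition of 40% or more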;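 also: 0% = enzyme controls without compound and 100% = no-enzyme blanks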
# PERK inh – blocks human PERK kinase; Q9NZJ5; CHO PERK-DD fusion, SEAP luminescence translation reporter; inhibition, % at 5.6 µM; 220,000 compounds, 0.17% hits; AID 1416;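 active = inhibition above the mean inhibition of all tested compounds plus 3 SD, set separately per screening campaign, cut at about 2.9% in these data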;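 also: PERK kinase domain activated by AP20187 dimerizer at 100 nM; 0% = DMSO with dimerizer and 100% = rapamycin at 8.4 µM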
# Furin inh – inhibitors of human furin | 220,000 compounds, 0.061% hits | inhibition, % at 30 µM | purified furin, fluorogenic substrate cleavage | P09958; in the data active = inhibition above about 25%; also: inactives centre near -15
# Target sequence (P09958 108-714 limits assumed): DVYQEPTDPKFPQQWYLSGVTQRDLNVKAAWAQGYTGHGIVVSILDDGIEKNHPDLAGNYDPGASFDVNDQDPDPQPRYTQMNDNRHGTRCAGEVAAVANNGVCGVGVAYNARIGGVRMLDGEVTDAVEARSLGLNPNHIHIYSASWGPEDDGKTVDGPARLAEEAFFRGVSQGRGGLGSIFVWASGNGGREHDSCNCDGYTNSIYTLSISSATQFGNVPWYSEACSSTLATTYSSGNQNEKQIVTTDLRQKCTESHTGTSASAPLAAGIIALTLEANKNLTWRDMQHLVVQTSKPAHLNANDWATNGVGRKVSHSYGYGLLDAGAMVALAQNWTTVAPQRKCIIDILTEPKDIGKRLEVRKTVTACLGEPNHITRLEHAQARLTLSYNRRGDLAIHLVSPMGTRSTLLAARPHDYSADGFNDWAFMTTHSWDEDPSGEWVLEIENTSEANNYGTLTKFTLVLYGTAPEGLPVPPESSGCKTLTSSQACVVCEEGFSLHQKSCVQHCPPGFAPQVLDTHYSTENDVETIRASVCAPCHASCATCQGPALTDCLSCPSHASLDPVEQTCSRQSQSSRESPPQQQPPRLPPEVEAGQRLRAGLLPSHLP
# Calpain2 inh – blocks pig calpain II enzyme activity | purified calpain II, fluorogenic peptide substrate, 30 min | inhibition, % at 16 µM | 220,000 compounds, 0.37% hits | AID 1236;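 active = inhibition above about 50%, limit read from the data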
# FXIIa inh – inhibitors of human coagulation factor XIIa; inhibition, % at 5 µM; 220,000 compounds, 0.3% hits; purified FXIIa, Boc-QGR-AMC fluorogenic substrate, 2 h; P00748; in the data active = inhibition above about 40%;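 also: 0% = enzyme with no compound and 100% = blank without enzyme; many of its hits are not listed in these tables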
# An asterisk follows results filed as active; i = inactive; nt = not tested or not shown; [ ] = remark or other dose. A portion of the library. The share of hits here may be higher or lower than overall.
SMILES,FXIa inh 1536,KCC2 mod,Rad51 HR inh,Thrombin inh,hK5 inh,PERK inh,Furin inh,Calpain2 inh,FXIIa inh
Cc1nc(SCC(O)CCl)c([N+](=O)[O-])[nH]1 (centres undefined),5.3,0.00958,-8.3,1.7,-7.8,0.4,-2.8[20 µM],-12.8,15.4
CCS(=O)(=O)c1ccc(C(=O)Nc2cccc(Cl)c2)c(Cl)c1Cl,4.7,-2.52,2.4,3.2,-20.8,0.1,-8.1,-34.3,8.2
CCOC(=O)c1sc(NC(C)=O)cc1C,-12.4,0.399,-5.1,-9.4,-23.3,2.3,-19.0,9.8,-0.3
CCC(C)N=C1CC(C)(C)CC(=O)/C1=C(/O)Cc1ccccc1 (centres undefined),7.0,0.363,-28.7,-2.3,-13.3,-0.1,-19.8,-2.8,11.8
CC(=O)Nc1ccc(OCC(=O)NCCc2ccccc2)cc1,0.9,-0.0268,14.3,2.7,3.9,1.8,-26.4,-10.8,12.6
NC1=NC[C@@H](Cc2ccc(O)cc2)N1CCc1cccc2ccccc12,-3.5,0.109,-0.5,-3.5,-0.4,nt,-24.5,7.9,2.4
CN1CCN(C(=O)NCC23CC4CC(CC(C4)C2)C3)CC1,5.0,1.22,-10.3,3.5,16.3,-1.0,-3.3,15.9,nt
C/C(=N\NC(=O)c1ccccc1)c1ccccc1F,-1.5,0.966,6.6,-3.9,1.3,1.9,-28.6,-22.8,3.9
CCN(CC)CCCNC(=O)CCc1ccccc1,-5.0,nt,1.0,-0.3,-3.2,-0.9,-17.4[20 µM],-5.8,10.7
Cc1ccc2nc(/C(C#N)=C/c3ccc(-c4cccc([N+](=O)[O-])c4)o3)[nH]c2c1,3.4,0,-188.6,-5.1,-5.7,0.4,-0.7,4.7,8.2
CN(C)c1ccc(CNC23CN4CN(CN(C4)C2)C3)cc1,-0.6,0.228,4.8,-19.7,4.0,2.4,-17.0[20 µM],-20.1,-7.5
Cc1ccc(C)n1-c1ccc(C(=O)N2CCOCC2)cc1,9.7,-0.00604,2.9,-1.0,-25.6,0.4,-15.2[20 µM],-19.4,10.6
c1ccc2c(c1)nc(Nc1ccc3c(c1)OCO3)c1nnnn12,-0.9,-0.277,4.2,1.5,-3.3,1.1,-15.8,-182.2,0.0
COc1ccc(OCCSc2nc(N)cc(=O)[nH]2)cc1,-2.9,0.0889,-2.0,-6.2,1.1,0.1,-30.6,-0.1,4.8
O=C(c1cncc(Br)c1)N1CCc2ccccc2C1,-8.4,0.14,-0.9,2.5,-8.4,0.1,-10.4[20 µM],-11.9,8.7
COc1cc(O)c(C(CCN2CCOCC2)c2ccc3c(c2)OCO3)c(OC)c1 (centres undefined),2.6,0.544,-12.1,2.5,1.7,nt,-27.3,-9.2,10.0
COc1ccc(C(=O)NCc2nnc(SCC(=O)N3CCCCC3)o2)cc1OC,-5.2,0.216,-2.6,-8.1,-12.6,0.1,-15.8[20 µM],-0.1,8.9
CCN(CC)c1ccc(CN(C(=O)c2cc(OC)c(OC)c(OC)c2)C2CCS(=O)(=O)C2)cc1 (centres undefined),18.9,nt,0.8,1.2,-9.6,-0.9,-22.8,-1.5,10.5
CCOC(=O)c1c(C)[nH]c(C(=O)C(C)OC(=O)c2cccc(OCc3c(C)noc3C)c2)c1C (centres undefined),-2.8,nt,-3.3,-3.0,-0.8,-0.6,-17.8,15.8,10.1
CCOC(=O)C1=C(NC(=S)NC(=O)c2ccccc2)c2ccccc2CC1C(C)C (centres undefined),6.0,nt,2.5,-3.9,-20.7,0.1,-18.3[20 µM],21.0,6.7
O=C(O)CCN1C(=O)c2ccc(NC(=O)c3cccs3)cc2C1=O,0.9,-0.00779,-10.7,-8.9,-1.0,0.2,-20.6[20 µM],i,8.7
Nc1[nH]c(N=NC(=O)c2ccc(Cl)cc2)c2ccccc12,2.3,-1.03,7.3,-3.4,-2.7,0.3,3.6,11.2,5.5
c1ccc(-n2nnc3ccccc32)nc1,2.0,0.996,10.5,-12.9,-25.5,0.5,-44.7,19.8,1.9
COc1cc(OC)c(C#N)c(S(=O)Cc2ccccc2)c1 (centres undefined),-4.3,-0.614,-1.2,-3.9,0.0,0.3,-14.2[20 µM],2.4,4.6
Nc1nnnn1/N=C/c1ccccn1,-5.6,-0.467,4.4,-6.9,-7.4,0.8,-7.8[20 µM],-11.1,5.6
Cc1cccc(C(=O)NC(=S)N2CCN(C(=S)NC(=O)c3cccc(C)c3)CC2)c1,-1.0,2.54,0.2,-7.1,-16.2,-0.3,-0.8,31.1,-0.4
Cc1nc2cc(-c3cccc(F)c3)nn2c(C)c1CCC(=O)N1CCN(c2ccccn2)CC1,2.6,-0.285,8.4,-3.6,4.5,nt,-27.1,-25.4,10.3
NC(=O)[C@@H]1CCNc2c(I)cc([N+](=O)[O-])cc2C(=O)N[C@@H](CO)C(=O)N[C@@H](Cc2ccc(O)cc2)C(=O)N1,0.7,0.042,-3.8,0.7,-3.8,-0.3,0.3,-25.6,5.1
O=Cc1c(Cl)nc2ccccn2c1=O,-0.1,-0.323,10.2,-0.7,-0.9,-0.6,-14.2,-22.1,11.0
COC(=O)c1cc(S(=O)(=O)N2CCC(C(N)=O)CC2)oc1C,-1.1,0.506,nt,-7.8,-1.8,0.8,-14.1,40.5,1.7
O=C(CN(c1ccc2c(c1)OCCO2)S(=O)(=O)c1ccccc1)NCc1ccc(Cl)cc1,7.2,-1.82,nt,0.3,-7.0,-1.0,-17.2,-1.0,12.4
O=C(Nc1ccc2c(c1)OCO2)C1COc2ccccc2O1 (centres undefined),0.5,0.865,6.4,-1.9,-0.3,1.0,-7.0,2.7,13.7
COc1ccc(-n2c(C)nc3cc(C(=O)NCc4ccc5c(c4)OCO5)ccc32)cc1,0.9,-0.0921,5.0,-11.9,-14.1,0.0,3.8,25.2,5.7
N#Cc1ccc(/C=C/C(=O)c2ccc3c(c2)OCO3)cc1,-1.9,0.311,9.0,-0.3,-0.9,0.4,-13.1,-15.0,7.1
CCCCc1ccc(NS(=O)(=O)c2cccs2)cc1,1.3,0.655,1.3,4.2,-6.4,0.3,-0.8[20 µM],1.6,8.1
O=C1OCC(CO)(CO)N=C1NNc1ccccc1[N+](=O)[O-],-2.1,0.468,10.6,-3.7,0.4,1.3,-18.3,1.9,5.7
O=C(C1CCCN(S(=O)(=O)c2cccc3nsnc23)C1)N1CCCCCC1 (centres undefined),-3.1,0.535,nt,-2.3,nt,1.3,-23.8,-7.4,5.8
CCN(Cc1cc(=O)[nH]c2ccccc12)C(=O)c1ccc(C)cc1,0.6,1.07,-3.4,-1.0,-3.8,-0.7,-8.5,-23.5,9.5
Cc1c(C(=O)Oc2ccc(-c3cnc4ccccc4n3)cc2)cccc1[N+](=O)[O-],-3.5,nt,0.6,-5.1,-1.8,0.0,-13.1,-83.6,-12.4
O=C(NCC(c1ccc(F)cc1)N1CCOCC1)c1cccc(Br)c1 (centres undefined),2.5,0.886,16.9,-7.6,-0.6,0.6,-11.5,18.8,7.1
COc1ccc(NC(=O)CCSc2ccc(C)cc2)cc1S(=O)(=O)Nc1ccccc1Cl,1.9,-2.16,-3.4,-3.2,-5.8,0.7,-0.8,-1.1,4.1
COc1cc2cc(C(c3nnnn3C(C)(C)C)N3CCC(C)CC3)c(=O)[nH]c2cc1OC (centres undefined),23.3,nt,4.5,-10.3,-36.2,-1.0,-19.0[20 µM],-148.5,3.2
O=C(Nc1ccccc1)Nc1ccc(-n2ccc(C(F)(F)F)n2)cc1,-1.5,0.12,15.1,3.8,-2.6,-0.2,-9.4,6.0,8.2
COc1ccc(OC)c(-n2c(-c3cccc(C)c3)n[nH]c2=S)c1,-3.1,-0.389,15.8,-4.6,-7.5,-0.6,-12.1,0.8,2.5
Cc1nc2c(C(=O)Nc3ccc(N4CCCC(O)C4)cc3)snc2c(=O)[nH]1 (centres undefined),0.0,0.562,nt,-3.1,1.5,0.5,-20.9,-10.0,3.8
c1ccc(N2CCN(c3nnc(Cc4cccnc4)c4ccccc34)CC2)nc1,-1.4,nt,-6.0,5.3,43.3*,-1.0,-8.7,-3.6,4.0
O=C(CCN1CCC(c2ccccc2)C1)c1cccs1 (centres undefined),-9.2,-0.501,7.2,-5.2,-1.7,1.3,-19.3,-0.4,-0.5
Cc1nnc(Sc2nc3c(c(=O)[nH]c(=O)n3C)n2CCCc2ccccc2)s1,-8.3,0.326,0.7,-13.1,-10.3,1.0,0.3,-8.9,2.6
Cc1cc(C(=O)OCC(=O)Nc2cccc(S(N)(=O)=O)c2)c2ccccc2n1,-2.1,-1.73,nt,-13.5,-3.4,2.7,-10.5,4.5,-2.8
CC(=O)NC(CC(=O)NC12CC3CC(CC(C3)C1)C2)c1ccccc1 (centres undefined),-9.2,-0.458,7.5,6.6,0.5,-0.7,4.2,21.6,-4.7
CC1=C(C(=O)N(C)C)C(c2ccc(Cl)c(Cl)c2)NC(=O)N1 (centres undefined),-6.3,-1.25,-5.4,-4.2,20.1,0.7,-22.6,5.6,8.7
CCCC1CCC(=NNC(=O)OC(C)(C)C)CC1 (centres undefined),2.8,-0.186,-7.7,-8.1,-4.3,1.0,-10.7,0.7,2.8
C/C(=N\O)c1c(O)cc(-c2ccccc2)n(-c2ccccc2)c1=O,5.0,1.23,6.0,-3.4,-7.1,1.8,-11.0,-16.5,3.6
COc1ccccc1N1CCN(C(=O)CC2NC3CCCCC3NC2=O)CC1 (centres undefined),2.9,0.00136,nt,-18.7,3.0,-0.6,-19.0[20 µM],-17.9,-4.2
Cc1ccc(Sc2cnc3ccccc3n2)cc1,-3.0,0.879,-3.1,-8.0,-8.3,1.1,-8.1[20 µM],-5.5,20.6
Cc1cc(-n2cccn2)ccc1CN1CCN(C2CCCC2)C(CCO)C1 (centres undefined),-1.2,0.943,nt,-0.7,nt,1.6,-28.6,-2.1,6.0
O=C(NCCn1cc(SCc2ccccc2)c2ccccc21)c1c(F)cccc1F,6.7,0.00829,-3.8,3.7,-3.0,0.5,-12.8,9.4,11.5
O=C(N/N=C/c1ccc(OC2CSC2)cc1)c1ccc(CN2CCOCC2)cc1,-1.5,nt,-17.2,-3.3,4.9,-0.1,-21.6,-30.1,6.9
COc1ccc(/C=C2\SC(=O)NC2=S)cc1OC,10.5,11.7*,-39.9,-1.7,5.8,0.6,-11.7,-5.4,11.7

# Some of these compounds in order of SMILES length, falling.
SMILES,FXIa inh 1536,KCC2 mod,Rad51 HR inh,Thrombin inh,hK5 inh,PERK inh,Furin inh,Calpain2 inh,FXIIa inh
O=C(N/N=C/c1ccc(OC2CSC2)cc1)c1ccc(CN2CCOCC2)cc1,-1.5,nt,-17.2,-3.3,4.9,-0.1,-21.6,-30.1,6.9
COc1ccccc1N1CCN(C(=O)CC2NC3CCCCC3NC2=O)CC1 (centres undefined),2.9,0.00136,nt,-18.7,3.0,-0.6,-19.0[20 µM],-17.9,-4.2
O=C(CCN1CCC(c2ccccc2)C1)c1cccs1 (centres undefined),-9.2,-0.501,7.2,-5.2,-1.7,1.3,-19.3,-0.4,-0.5
